Screens as filed in PubChem.
Gli-Sufu block: Gli-Sufu pathway antagonism; Sufu-KO-LIGHT fibroblasts, Gli luciferase reporter luminescence; inhibition, % at 5 µM; 340,000 compounds, 0.74% hits; AID 588413;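 active means inhibition above about 55%, limit read from the data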;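 further: 0% = DMSO-treated cells and 100% = wells with medium but no cells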
MPTP block: permeability transition pore inhibition; isolated mouse mitochondria, Ca2+ swelling absorbance, 30 min; inhibition, % at 10 µM; 360,000 compounds, 1.4% hits; AID 602449;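 active means inhibition of 50% or more, scaled per plate between neutral and stimulator controls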;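 further: 0% = DMSO wells given calcium and 100% = 1 mM EGTA wells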
CXCR6 inh: blocks human CXCR6 beta-arrestin recruitment; O00574; 360,000 compounds, 0.36% hits; CHO-K1 PathHunter CXCR6 beta-arrestin, luminescence; inhibition, % at 20 µM; AID 602244; in the data active means inhibition above about 34%, passing the limit was not always enough;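 further: antagonist mode with CXCL16 agonist at 10 nM final; 0% = 10 nM CXCL16 with DMSO and 100% = unstimulated wells without agonist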
EBI2 antag: EBI2 (human) antagonism | EBI2 beta-arrestin recruitment, luminescence, 7a,25-OHC stimulated | inhibition, % at 5 µM | 360,000 compounds, 0.81% hits | AID 651636; in the data active means inhibition above about 38%;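 further: enzyme fragment complementation signal reports receptor beta-arrestin coupling in cells; 0% = agonist plus DMSO wells and 100% = wells without agonist; some results beyond the cut were filed as inactive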
Target sequence (P32249 whole entry, looked up, the tested form may be a part): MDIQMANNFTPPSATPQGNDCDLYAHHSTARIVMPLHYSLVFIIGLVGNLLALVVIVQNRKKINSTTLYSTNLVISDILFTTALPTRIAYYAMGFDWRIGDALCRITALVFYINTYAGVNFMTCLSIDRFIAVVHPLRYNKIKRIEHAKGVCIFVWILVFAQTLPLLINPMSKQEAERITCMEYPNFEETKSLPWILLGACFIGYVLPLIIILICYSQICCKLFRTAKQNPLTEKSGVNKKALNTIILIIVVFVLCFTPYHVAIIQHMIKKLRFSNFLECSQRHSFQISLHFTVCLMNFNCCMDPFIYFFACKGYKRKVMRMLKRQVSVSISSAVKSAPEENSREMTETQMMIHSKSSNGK
CCR6 antag: antagonists of human CCR6 receptor; 340,000 compounds, 0.49% hits; AID 493098; CHO-K1 CCR6 PathHunter beta-arrestin, luminescence, CCL20-stimulated; P51684; inhibition, % at 20 µM;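 active means compounds whose inhibition of the agonist-driven luminescence signal at 20 µM reaches about 50%, limit read from the data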;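 further: cells stimulated with CCL20 at 14 nM final; plate controls were DMSO with CCL20 for no effect and DMSO without agonist for full effect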
A3G deaminase: APOBEC3G (human) deaminase inhibition. Q9HC16. recombinant A3G, ssDNA deamination FAM/TAMRA fluorescence. inhibition, % at 20 µM. 330,000 compounds, 0.28% hits. AID 493012;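 active means inhibition of at least 40% at 20 µM, with no more than 30% in the related APOBEC3A deaminase screen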;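 further: plate controls were DMSO wells with A3G for no effect and wells lacking A3G enzyme for full effect; some compounds called inactive have numbers as strong as hits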
Target sequence (Q9HC16 whole entry, looked up): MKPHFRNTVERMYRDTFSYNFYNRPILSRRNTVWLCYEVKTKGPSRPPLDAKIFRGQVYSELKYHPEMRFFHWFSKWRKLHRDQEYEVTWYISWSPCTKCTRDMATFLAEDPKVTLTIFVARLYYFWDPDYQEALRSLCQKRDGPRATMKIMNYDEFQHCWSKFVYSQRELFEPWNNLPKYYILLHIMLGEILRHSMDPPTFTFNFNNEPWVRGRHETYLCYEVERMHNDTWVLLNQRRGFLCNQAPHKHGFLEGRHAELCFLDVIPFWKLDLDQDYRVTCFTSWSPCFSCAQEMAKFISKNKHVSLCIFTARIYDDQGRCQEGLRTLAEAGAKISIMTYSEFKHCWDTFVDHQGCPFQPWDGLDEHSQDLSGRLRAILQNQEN
NR3A LBD binder: modulators (binders) of human NR3A ligand-binding domain; NR3A LBD differential scanning fluorimetry, Tm shift; 0% = protein alone, 100% = glycine-bound protein; Tm shift relative to glycine control, % at 25 µM; 340,000 compounds, 2.5% hits; AID 1259313;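 active means melting temperature shift of at least 10% of the positive control shift, at one fixed dose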
APOBEC3A inh: blocks human APOBEC3A ssDNA deamination. recombinant A3A, FAM/TAMRA ssDNA deamination fluorescence. inhibition, % at 20 µM. 330,000 compounds, 0.41% hits. AID 493011;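 active means at least 40% inhibition at 20 µM here, with at most 30% in a related deaminase screen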;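 further: plate controls were A3A with DMSO for no effect and wells lacking A3A enzyme for full effect; some results filed as inactive read as strong as hits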
Target sequence (P31941 whole entry, looked up): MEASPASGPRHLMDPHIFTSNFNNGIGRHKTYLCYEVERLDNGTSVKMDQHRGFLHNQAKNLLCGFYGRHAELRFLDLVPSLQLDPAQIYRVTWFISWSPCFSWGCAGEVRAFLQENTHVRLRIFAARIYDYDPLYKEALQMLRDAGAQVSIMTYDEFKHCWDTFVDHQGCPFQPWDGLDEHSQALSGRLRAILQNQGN
An asterisk follows results filed as active; nt = not tested or not shown.

SMILES	Gli-Sufu block	MPTP block	CXCR6 inh	EBI2 antag	CCR6 antag	A3G deaminase	NR3A LBD binder	APOBEC3A inh
Cc1cc(=O)oc2cc(OCC(=O)NC3(C#N)CCCCC3)c(Cl)cc12	-2	-2.9	-2	-2	9	-14	0	-3
COC(=O)C1=C[C@@H](C(=O)OC)[C@@H]2C3=C(C(=O)[C@]2(C)NC(=O)c2ccccc2)[C@H](C)n2c(=O)n(C)c(=O)n2[C@@H]3C1	-5	-0.9	18	-5	-2	-9	-1	-1
COc1ccc(N(C)S(=O)(=O)c2cccc(C(=O)Nc3ccc(N4CCOCC4)cc3)c2)cc1	-2	-1.4	-14	-2	13	-5	-1	-5
COC(=O)c1sc(NC(=O)C2CCCCC2C(=O)O)c(C(=O)OC)c1C (centres undefined)	11	-10	1	2	-13	-1	0	2
COc1ccc(S(=O)(=O)N2CCC(C(=O)NCCc3c[nH]c4ccccc34)CC2)cc1	0	0.9	-6	45*	1	-5	-1	-1
CCn1c(O)c(C=NCc2cccs2)c(=O)n(CC)c1=S	13	4.9	-2	0	6	-5	2	-4
Cc1ccc(N=Cc2c(O)ccc3ccccc23)cc1F	-5	0.6	2	4	3	0	-5	-8
COc1ccc(Cl)cc1N(CC(=O)N/N=C/c1ccc(OCC(N)=O)cc1)S(C)(=O)=O	-6	-0.3	-5	1	3	-2	0	0
Cc1cc(C)nc(SCCC(=O)N2CCOCC2)n1	6	-1.0	7	7	6	-6	-4	-4
CN(C)CCCNCCCNC(=O)c1ccncc1	2	-1.8	2	4	-8	5	1	4
Cc1ncc(CN2CCN(CCc3ccccc3)C(CCO)C2)s1 (centres undefined)	24	-1.2	0	0	6	-6	-1	0
CN(CCc1ccccn1)C(=O)CCC1CCCN(C(=O)c2ccsc2)C1 (centres undefined)	-6	-0.1	0	-4	6	-4	-2	-2
COc1ccc(CC(=O)N(C)CC(=O)Nc2ccccc2SC)cc1	-3	-1.2	1	-1	3	-7	0	-2
C=CCn1c(SCC(=O)Nc2ccc3c(c2)OCO3)nnc1-c1ccccc1OC	7	-0.9	-4	7	-1	-5	5	-2
CCOc1cc(/C=C/c2cccc[n+]2C)ccc1OCC(=O)Nc1ccc(C)cc1	-9	-0.6	-6	1	-1	22	-1	87*
CC(C)C(=O)N=C1NC(=O)CS1	-7	-0.5	1	-2	13	-5	-1	0
COc1cccc(-c2cc(C(=O)N3CCN(c4ccccc4OC)CC3)no2)c1	11	1.5	5	57*	-11	-7	-1	3
COc1ccc(CNC(=O)c2ccc(C(C)(C)C)cc2)cc1	-26	0.3	0	34	-4	-12	-1	1
CCc1nnc(NC(=O)CSc2nnc3nc(C)cc(C)n23)s1	5	1.6	11	-3	10	-2	2	1
Cc1nc(-c2cccc(NC(=O)c3cc4cc(Br)ccc4oc3=O)c2)cs1	-2	-0.2	-1	6	0	-8	0	-20
CCOC(=O)CC(=O)c1sc2c(c1N)c(=O)[nH]c(=O)n2-c1ccc(OC)cc1	-5	-0.3	1	-10	11	0	3	3
CN(C)C(=O)CCC(=O)N1CCCC(N2CCN(c3cccc(C(F)(F)F)c3)CC2)C1 (centres undefined)	16	2.0	4	-3	4	-2	0	0
COc1ccc(Cl)cc1NC(=O)CCS(=O)(=O)c1ccc(C)cc1	5	-0.2	-3	3	16	-4	1	-2
Nn1c(SCc2cn3cc(Cl)ccc3n2)nnc1-c1ccncc1	5	-0.5	2	6	-11	-5	1	-3
O=C(CCC1CCN(C(=O)Cc2c(F)cccc2F)CC1)NC1CC1	-5	-1.2	-6	-9	15	-4	0	-4
Cc1cccc(S(=O)Cc2ccc(C(=O)NC3CCN(Cc4ccccc4)CC3)o2)c1 (centres undefined)	27	6.5	-3	-8	4	-7	-1	-2
CC(=O)N1CCN(CC(=O)Nc2ccccc2Sc2ccccc2)CC1	20	3.7	-1	-2	13	-9	-3	-3
Cc1cc(NC(=O)CSc2nc(C3CC3)nc3sc4c(c23)CCC(C)C4)no1 (centres undefined)	-37	nt	nt	nt	-13	-2	1	1
O=C(NCC1CCN(C(=O)c2ccc([N+](=O)[O-])cc2)CC1)C(=O)Nc1ccccc1	31	-1.2	-1	7	9	-6	1	2
COCCNC(=O)/C(C#N)=C/c1cccc(NC(=O)c2ccccc2Cl)c1	-9	-0.4	0	-3	-3	-7	-3	-3
Cc1cccc(C)c1OCC(=O)Nc1ccc(N2CCOCC2)cc1	-5	-1.2	0	-9	2	-5	0	-1
Fc1ccc(-c2nc3n(n2)Cc2ccccc2-3)cc1	-52	-1.7	-9	12	3	1	-2	2
O=C1/C(=C/c2ccccn2)SC(=S)N1NS(=O)(=O)c1ccccc1	4	-1.2	13	-5	27	-3	-3	2
CCc1ccccc1N1C(=O)C(Cl)=C(N2CCOCC2)C1=O	1	0.7	-11	6	-15	-3	-2	-3
CC(C)CCn1c(CN(C)Cc2ccccc2)nc2c1c(=O)n(C)c(=O)n2C	23	0.2	-1	14	18	-3	-2	1
Cc1ccc(NC(=O)CCN2CC(C)OC(C)C2)cc1 (centres undefined)	-17	0.6	-2	-7	1	-15	2	-4
COC(=O)[C@]1(Cc2ccccc2)N[C@H](c2ccc(-c3ccc(OC)cc3)cc2)[C@@H]2C(=O)N(C)C(=O)[C@@H]21	-1	0.8	-4	9	5	2	-4	2
Brc1ccc(-c2nn[nH]n2)cc1	2	-0.1	-7	-17	8	-9	0	-9
OCCCn1c(CCNc2nc(-c3ccc(Cl)cc3)cs2)nc2cc(C(F)(F)F)ccc21	14	1.7	8	0	17	-5	6	-5
CN(c1ccccc1C(=O)N1CCN(c2cccc(Cl)c2)CC1)S(C)(=O)=O	4	0.2	1	3	-2	-3	0	4
CCCC[C@@H]1CNC(=S)N1CCCc1cc(OC)c(OC)c(OC)c1	2	-0.8	-2	-5	12	5	1	6
S=C(N=Nc1ccccc1)NNc1ccccc1	-13	2.4	19	3	33	-7	-11	-4
Cn1c(=O)c(-c2ccccc2[N+](=O)[O-])c(Cl)c2ccccc21	16	0.1	1	3	10	-6	2	-4
O=C(NCCCn1ccnc1)Nc1ccc(Cl)cc1Cl	-4	-0.3	0	5	13	-7	0	-8
COc1cccc(NC(=O)CN(C)C(=O)c2ccc(N3CCCCC3)c([N+](=O)[O-])c2)c1	-25	-0.7	11	2	28	-8	0	-2

The closing 6 entries of the section above open the next one:
SMILES	Gli-Sufu block	MPTP block	CXCR6 inh	EBI2 antag	CCR6 antag	A3G deaminase	NR3A LBD binder	APOBEC3A inh
CN(c1ccccc1C(=O)N1CCN(c2cccc(Cl)c2)CC1)S(C)(=O)=O	4	0.2	1	3	-2	-3	0	4
CCCC[C@@H]1CNC(=S)N1CCCc1cc(OC)c(OC)c(OC)c1	2	-0.8	-2	-5	12	5	1	6
S=C(N=Nc1ccccc1)NNc1ccccc1	-13	2.4	19	3	33	-7	-11	-4
Cn1c(=O)c(-c2ccccc2[N+](=O)[O-])c(Cl)c2ccccc21	16	0.1	1	3	10	-6	2	-4
O=C(NCCCn1ccnc1)Nc1ccc(Cl)cc1Cl	-4	-0.3	0	5	13	-7	0	-8
COc1cccc(NC(=O)CN(C)C(=O)c2ccc(N3CCCCC3)c([N+](=O)[O-])c2)c1	-25	-0.7	11	2	28	-8	0	-2
COCc1c(C(=O)N2CCN(c3ccccc3C)CC2)oc2ccccc12	-5	-0.6	6	7	3	-3	-3	12
CCc1sc(C(=O)N2CCN(S(C)(=O)=O)CC2)cc1Br	-12	-1.2	-9	15	-19	-4	-1	4
Cc1ccc(C(=O)COC(=O)c2cc(C)no2)c(C)c1	28	0.3	2	2	-16	-5	1	1
OCC1(Cc2ccccc2F)CCCN(Cc2c(F)ccc(F)c2F)C1 (centres undefined)	27	-1.6	7	13	15	-7	0	-6
O=C(NNC(=S)NCCc1ccccc1)c1ccc(Br)s1	30	8.9	2	5	16	-2	-5	0
O=C(c1ccc(Br)o1)N1CCN(Cc2ccccc2Cl)CC1	7	-0.8	10	-22	16	4	-1	0
CCC(CC)c1nc(C#N)c(NCc2ccccc2)o1	-3	2.4	-5	18	-6	-1	-3	0
O=C(Nc1nccs1)C1CCN(S(=O)(=O)c2cccnc2)CC1	-6	-0.2	5	-5	13	-9	2	-6
COc1ccccc1CC(NC(C)=O)C(=O)NC1CCN(C(=O)Nc2ccccc2C)CC1 (centres undefined)	27	-1.6	0	-5	1	-2	-3	4
COc1cc(C(C)=O)ccc1OCC(=O)OC(C)C(=O)c1ccc(F)cc1 (centres undefined)	-7	-0.8	5	0	-3	-3	1	0
CCn1cc(C(=O)NC2CCCCCC2)c(=O)c2cc(S(=O)(=O)N3CCCCC3)ccc21	-4	-3.0	1	10	13	-4	0	-1
CCN1CCN(C(=O)C2CC(=O)N(c3ccc(Cl)cc3)C2)CC1 (centres undefined)	17	-0.5	-2	-3	-2	-5	-2	0
COc1ccc(/C(C)=N/NC(=O)C(NC(=O)c2ccccc2)c2n[nH]c(=O)c3ccccc23)c(OC)c1 (centres undefined)	-1	1.3	-13	1	8	-5	-2	2
CCOC(=O)CN(C(=O)COc1nc(-c2ccccc2)cc(C)c1C#N)c1ccccc1	6	5.1	2	15	5	-4	-2	-2
CC(C)CC(C(=O)NC(=O)NCc1ccccc1)N1C(=O)c2ccccc2C1=O (centres undefined)	-2	1.4	20	12	28	-5	-3	-1
COc1ccc(OC)c(C2C(C(=O)c3sc(C)nc3C)=C(O)C(=O)N2CCN2CCOCC2)c1 (centres undefined)	7	0.4	5	-6	-10	-9	4	-5
CCOc1ccccc1NC(=S)Nn1cnnc1	-8	-0.1	6	-8	5	33	1	-2
COc1ccc(S(=O)(=O)NCC(=O)NCc2cc(=O)n(C)c(=O)n2C)cc1F	40	0.2	-1	2	-1	1	7	4
CC(C)CNC(=O)C1CCN(c2ccc(S(=O)(=O)N3CCOCC3)cc2)CC1	-17	-0.6	2	-24	-6	-1	0	-1
CCCOP(=O)(c1ccc(N(C)C)cc1)C(O)c1ccc(Cl)cc1Cl (centres undefined)	12	0.5	2	-10	18	-2	-3	3
CCOc1ccc(-c2c(C(=O)N/N=C/c3ccc(OC)cc3)nnn2-c2nonc2N)cc1	1	-0.8	0	0	-3	-4	-7	2
O=C(CCc1nnc(C2CCCCC2)o1)NCc1ccc(F)c(F)c1	0	0.3	-3	5	11	-4	-2	-3

Quoted at random: 4 entries already listed.
SMILES	Gli-Sufu block	MPTP block	CXCR6 inh	EBI2 antag	CCR6 antag	A3G deaminase	NR3A LBD binder	APOBEC3A inh
COc1ccc(S(=O)(=O)NCC(=O)NCc2cc(=O)n(C)c(=O)n2C)cc1F	40	0.2	-1	2	-1	1	7	4
O=C(CCc1nnc(C2CCCCC2)o1)NCc1ccc(F)c(F)c1	0	0.3	-3	5	11	-4	-2	-3
CCOc1ccccc1NC(=S)Nn1cnnc1	-8	-0.1	6	-8	5	33	1	-2
CC(C)CNC(=O)C1CCN(c2ccc(S(=O)(=O)N3CCOCC3)cc2)CC1	-17	-0.6	2	-24	-6	-1	0	-1
